NSD2 HMT inh: NSD2 (human) methyltransferase inhibition; NSD2 peptide methylation, AlphaScreen, 120 min; AID 743445; inhibition, % at 12.5 µM; actives 0.54% (n = 310,000); in the data active means inhibition above about 50%
CAL PDZ FP-1: CAL PDZ (human) peptide binding inhibition. AID 602252. actives 0.92% (n = 300,000). Q9HD26. purified CAL PDZ, TMR-peptide fluorescence polarization, 1 h. inhibition, % at 24.9 µM;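 active means mean inhibition of at least 30% with at least half of replicates also reaching 30%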;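 further: 0% = DMSO neutral control and 100% = excess unlabeled competitor peptide PRC23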
SR-BI DiI-HDL act: SR-BI HDL lipid transfer activation; CHO ldlA[mSR-BI] cells, DiI-HDL uptake fluorescence, 3 h; 100 = double the neutral-control signal; activation, % at 12.5 µM; actives 0.096% (n = 320,000); AID 504775;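 active means mean replicate activation of at least 60% and every replicate at or above 60%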;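 further: 0% = median plate neutral-control signal and 100% = twice that signal; values of inactives mirror those of a sister screen read the other way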
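Test system: SR-BI-overexpressing, LDLR-lacking CHO cells; Medium: Ham's F12 with 0.5% BSA, HEPES 25 mM, pH 7.4; Schedule: 3 h, 37 °C; Technique: bottom-read fluorescence, 550/595 nm.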
PvdQ acylase: P. aeruginosa PvdQ acylase inhibition; purified PvdQ acylase, fluorescence plate reader; inhibition, % at 10 µM; actives 0.063% (n = 340,000); AID 488965; in the data active means inhibition above about 30%, passing the limit was not always enough;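 further: 0% = vehicle neutral wells and 100% = reference inhibitor wells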
CAL PDZ FP-2: inhibitors of human CAL PDZ peptide binding; AID 504414; actives 0.02% (n = 330,000); purified CAL PDZ, TMR-peptide fluorescence polarization, 1 h; inhibition, % at 20 µM;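 active means highest replicate inhibition of at least 40%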;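 further: plate controls were DMSO neutral control wells for no effect and unlabeled competitor peptide control wells for full effect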
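Test system: purified CerCALP PDZ construct; Compound dosing: one concentration, 20 µM compound; Also added: TMR-labelled reporter peptide T*-PRC34 bound in PDZ groove; Read-out: inhibition from polarization loss; Controls: unlabelled peptide and DMSO controls; Signal: FP readout, S and P plane fluorescence; Incubation: 1 h at RT.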
PfHsp90 yeast 2: inhibits growth of yeast expressing Plasmodium falciparum Hsp90 | actives 0.32% (n = 310,000) | inhibition, % at 9.4 µM | S. cerevisiae expressing PfHsp90, BacTiter-Glo ATP, 48 h; yeast lacking PDR1 and PDR3 efflux regulators | AID 504621;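 active means every replicate shows inhibition above about 80%, whatever the replicate mean, limit read from the data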;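 further: 0% = DMSO neutral controls and 100% = 20 µM radicicol positive controls; yeast relying on Plasmodium falciparum Hsp90 in place of its own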
Rtt109 Vps75: blocks Candida albicans Rtt109/Vps75 acetyltransferase activity; Q5AAJ8; purified Rtt109/Vps75, ThioGlo CoA-SH fluorescence, 4 h; inhibition, % at 34.9 µM; actives 0.16% (n = 330,000); AID 540336;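 active means inhibition of at least 50% in every replicate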
Target sequence (Q5AAJ8 whole entry, looked up): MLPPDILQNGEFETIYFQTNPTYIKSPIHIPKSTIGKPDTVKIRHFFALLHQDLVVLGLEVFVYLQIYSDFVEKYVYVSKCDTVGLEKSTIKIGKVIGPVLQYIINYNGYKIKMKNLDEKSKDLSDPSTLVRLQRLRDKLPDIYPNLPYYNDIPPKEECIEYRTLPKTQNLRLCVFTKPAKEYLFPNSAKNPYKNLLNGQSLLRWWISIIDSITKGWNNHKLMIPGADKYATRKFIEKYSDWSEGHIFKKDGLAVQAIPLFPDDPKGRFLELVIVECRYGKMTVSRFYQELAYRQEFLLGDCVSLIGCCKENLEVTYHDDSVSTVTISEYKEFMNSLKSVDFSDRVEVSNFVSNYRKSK
dFosB act: activators of mouse delta FosB homodimer | actives 0.99% (n = 340,000) | P13346 | activation, % at 25 µM | purified delta FosB, TAMRA-CDK5 oligo fluorescence polarization; percent of positive-control signal above neutral wells;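 active means mean activation above about 17%, with every replicate also reaching it, limit read from the data, passing the limit was not always enough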;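 further: fluorescence polarization rise as delta FosB binds a TAMRA Cdk5 AP-1 oligo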
Target sequence (P13346 whole entry, looked up): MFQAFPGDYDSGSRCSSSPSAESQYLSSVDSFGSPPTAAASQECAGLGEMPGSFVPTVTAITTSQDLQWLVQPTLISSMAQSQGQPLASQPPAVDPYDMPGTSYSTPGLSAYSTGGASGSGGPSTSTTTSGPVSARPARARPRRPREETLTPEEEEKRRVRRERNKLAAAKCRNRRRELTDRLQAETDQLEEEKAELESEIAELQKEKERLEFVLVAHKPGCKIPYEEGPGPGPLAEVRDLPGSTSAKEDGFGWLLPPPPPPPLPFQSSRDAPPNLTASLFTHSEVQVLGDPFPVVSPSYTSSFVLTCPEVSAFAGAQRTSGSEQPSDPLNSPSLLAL
MITF TRPM1 HTS: activators of MITF-driven TRPM1 promoter activity in SK-MEL-5 cells. activation, % at 12.5 µM. SK-MEL-5 TRPM1-promoter luciferase, 24 h; % of positive control, neutral wells = 0. actives 0.75% (n = 300,000);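 active means mean activation of at least 80% with every replicate also reaching 80%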;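 further: 0% = neutral control wells and 100% = parthenolide positive control wells; values of inactives mirror those of a sister screen read the other way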
SR-BI DiI inh: inhibitors of mouse SR-BI mediated HDL lipid uptake | Q61009 | ldlA[mSR-BI] CHO cells, DiI-HDL uptake fluorescence, 3 h | inhibition, % at 12.5 µM | actives 0.96% (n = 320,000) | AID 488896;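 active means mean replicate inhibition of at least 70% and a set share of replicates each scoring 70 or more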;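 further: 0% = median of neutral control wells and 100% = median of positive control wells; values of inactives mirror those of a sister screen read the other way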
Active calls of the source: *; nt = no result given. Hits appear at their usual frequency; overall some 4.3% were active at least once.

NSD2 HMT inh	CAL PDZ FP-1	SR-BI DiI-HDL act	PvdQ acylase	CAL PDZ FP-2	PfHsp90 yeast 2	Rtt109 Vps75	dFosB act	MITF TRPM1 HTS	SR-BI DiI inh	canonical_smiles
nt	nt	-23	-5	-1.4	-4	-2	-5	nt	23	Cc1ccc(C)c(NC(=O)C2CC3CCC2C3)c1 (configuration not stated)
nt	-3	-6	-14	0.2	-25	-10	-4	-2	6	COC(=O)N1[C@H](C)C=C[C@]1(Cc1ccccc1)C(=O)NCCCNc1ncc(C(F)(F)F)cc1Cl
14	-2	nt	-5	-0.6	-17	-3	-1	1	nt	CN(Cc1nc(-c2cnccn2)no1)CC1CCN(Cc2ccccc2)CC1
-1	0	-7	-13	nt	-7	4	1	5	7	Cc1cccc(NC(=O)CSc2nnc(-c3ccco3)o2)c1C
-1	-1	-30	-9	-0.8	6	-3	-2	-3	30	COc1ccc(NC(=O)c2cc3n(n2)C(C(F)(F)F)CC(c2ccco2)N3)cc1 (configuration not stated)
3	-4	7	-14	-0.8	-1	-2	0	17	-7	CCOC(=O)NC(c1cccc(Cl)c1)C1CCCCCC1=O (configuration not stated)
0	-2	nt	-10	0.8	13	11	-9	-11	-11	C=C(C)CSc1nc(N)cc(=O)[nH]1
nt	45*	5	-17	-0.7	-1	1	-5	20	-5	Cc1cc(C(=O)COc2ccccc2Cl)c(C)n1-c1ccc2c(c1)OCO2
2	1	17	8	-2.4	-12	8	-9	-8	-17	COc1ccccc1NC(=O)NNC(=O)c1ccc2c(c1)NC(=O)C(C)(C)O2
nt	0	-5	-2	-2.3	-22	2	-22	-5	5	Cc1sc2nc(CN(Cc3cccs3)C(=O)NC3CCCCC3)[nH]c(=O)c2c1C
1	-1	-20	1	-1.9	-8	14	4	22	20	O=[N+]([O-])c1ccc(Nc2ccccc2F)nc1
4	-1	5	0	-2.4	-27	2	3	11	-5	CC1CCCC(N2CCN(C(=O)c3cccc(F)c3)CC2)C1 (configuration not stated)
-1	-3	8	0	-2.5	3	nt	-1	-4	-8	Cc1cc(C)c(NC(=O)CN)c(C)c1
-5	-3	4	-4	nt	5	-11	-7	16	-4	O=c1[nH]c2ccccc2n1CCCOc1ccccc1
18	0	-34	-7	-1.5	-1	nt	-5	97*	34	COc1ccc(/C=C/C(=O)Nc2cccnc2Cl)cc1
-3	-4	33	-18	-1.0	-19	3	3	4	-33	COc1ccc(CCN(CC(=O)NC2CCCC2)C(=O)CCC(=O)Nc2cc(C)on2)cc1OC
2	7	18	9	-0.3	-3	2	3	9	-18	CC(CNC(=O)c1ccc(C(C)(C)C)cc1)CN(C)C (configuration not stated)
nt	-6	9	8	-0.5	19	-3	-3	-3	-9	C[C@H](CO)N1C[C@H](C)[C@@H](CN(C)Cc2ccccc2)Oc2c(NS(=O)(=O)c3ccc(F)cc3)cccc2C1=O
-3	-2	-9	6	0.5	12	-7	0	-4	9	CCOc1ccc(-n2c(SC)nc3c(c2=O)SCC3)cc1
-2	-5	-29	-12	-4.2	1	19	-29	13	29	COc1ccc(-c2noc(-c3ccccc3C(=O)Nc3cccnc3)n2)cc1OC
-2	-3	-2	-12	nt	nt	-3	-5	-3	2	CCOc1ccc(NC(=O)CSc2n[nH]c(=O)n2-c2ccccc2)cc1
3	-1	27	-6	0.0	-14	-4	-2	1	-27	Cc1ccccc1NC(=S)NC1CC2CCC(C1)N2Cc1ccco1 (configuration not stated)
0	-2	-6	-9	-2.1	nt	4	-6	6	6	Cc1cccc(Cn2nc(C)cc2NC(=O)Cn2cc([N+](=O)[O-])cn2)c1
28	-4	38	2	-0.1	18	-7	2	nt	-38	COc1ccc(OC)c(C(=O)N(C)C2CCCN(Cc3ccccc3F)C2)c1 (configuration not stated)
1	-3	12	-1	-4.0	-36	16	2	15	-12	O=c1ccc(-c2ccc(S(=O)(=O)Nc3ccccc3)o2)n[nH]1
20	-8	1	5	-3.7	-19	-2	-2	1	-1	CN1CC(=O)N(CC(=O)N2CCC(Cc3ccccc3)CC2)C1=O
0	nt	4	7	-0.6	11	1	3	0	-4	O=C(CCc1nnc(CCC2CCCCC2)o1)NCCn1cccn1
-8	-16	-8	-9	-2.5	-20	-2	-1	3	8	O=S(=O)(NCCc1ccccc1)c1cccs1
nt	nt	25	-11	-0.4	-25	-2	-3	-8	-25	Cn1cc(S(=O)(=O)N2CCc3ccccc32)cc1C(=O)NC1CCCCC1
nt	-1	5	-17	-1.3	9	-4	1	-2	-5	COc1ccc(CCNC(=O)COC(=O)c2ccco2)cc1OC
-6	-4	-16	9	-0.5	10	1	3	2	16	CCCSc1nsc(NC(=O)C(c2ccccc2)c2ccccc2)n1
-1	0	28	-14	-4.4	27	-2	-1	-1	-28	O=S(=O)(c1ccccc1F)N1CCN(Cc2nc3ccccc3[nH]2)CC1
2	-1	-13	-11	14	-10	17	-1	-8	13	O=C(NCc1nnc(SCC(=O)N2CCC(Cc3ccccc3)CC2)o1)c1ccco1
1	-3	28	-3	-2.3	-16	2	-3	-3	-28	COc1ccccc1N1CCN(S(=O)(=O)c2ccc3c(c2)n(C)c(=O)n3C)CC1
nt	0	20	-8	-0.3	12	4	-4	-2	-20	CCCN1Cc2cccc(C(=O)Nc3ccc4c(c3)OCCO4)c2C1=O
nt	-2	-64	-7	-0.7	nt	-9	2	-36	64	Cn1cnc(C(=O)NCc2ccc(CNC(=O)OC(C)(C)C)cc2)c1C(=O)NCc1ccc(CNC(=O)OC(C)(C)C)cc1
0	0	-58	-1	-1.7	2	18	-17	-5	58	CCCOc1ccccc1OCC(=O)Nc1ccc(S(=O)(=O)N2CCCCC2)cc1
-2	-2	2	-8	0.0	29	-1	-7	-4	-2	O=C(NCCc1ccc(Cl)cc1Cl)C1=CC=CN2CCS(=O)(=O)N=C12
-1	nt	23	-9	-0.4	nt	2	2	-1	-23	COc1ccc(-c2noc(CCC(N)=O)n2)cc1OC
-2	-6	-26	-5	-0.3	-31	-2	-13	22	26	O=C(NCCc1ccccc1)c1oc2ccccc2c1COc1ccccc1
-4	-7	-6	-10	-1.4	-8	-7	20*	-2	6	O=C(CN1C(=O)S/C(=C\c2ccc(Cl)cc2)C1=O)NC1C=CS(=O)(=O)C1 (configuration not stated)
nt	-2	-8	-7	-1.1	2	0	3	11	8	C=C1CCN(c2ccc(C(=O)NCc3ccc(C)cc3)cc2[N+](=O)[O-])CC1
-1	-3	-16	-11	0.2	19	3	-10	nt	16	CC1CCN(C(=O)CSc2nncn2-c2ccccn2)CC1
1	-2	19	-9	0.1	1	-31	1	-2	-19	C=CCN1C(=O)CN=C1Nc1cccc(C)c1
-1	-2	26	14	-0.1	7	-2	0	0	-26	c1ccc(OCCCn2nnc(-c3cccnc3)n2)cc1
nt	3	18	-2	-0.4	nt	-1	6	-14	-18	NC(=O)CCn1c(C(=O)c2ccc(Cl)cc2)c2ccccc2[n+]1[O-]
nt	-2	5	-5	-0.3	nt	-11	-6	-3	-5	CCCCCc1cc(=O)oc2c(C(CCN3CCN(c4ccccc4)CC3)c3ccc(N(C)C)cc3)c(OC)cc(OC)c12 (configuration not stated)
22	-3	-14	-13	-1.9	nt	-10	0	-6	14	O=C(NCCS(=O)(=O)N1CCN(c2ccccc2)CC1)c1ccco1

A draw from above in order of heavy-atom count, lowest first.
NSD2 HMT inh	CAL PDZ FP-1	SR-BI DiI-HDL act	PvdQ acylase	CAL PDZ FP-2	PfHsp90 yeast 2	Rtt109 Vps75	dFosB act	MITF TRPM1 HTS	SR-BI DiI inh	canonical_smiles
-1	-3	-16	-11	0.2	19	3	-10	nt	16	CC1CCN(C(=O)CSc2nncn2-c2ccccn2)CC1
nt	3	18	-2	-0.4	nt	-1	6	-14	-18	NC(=O)CCn1c(C(=O)c2ccc(Cl)cc2)c2ccccc2[n+]1[O-]
22	-3	-14	-13	-1.9	nt	-10	0	-6	14	O=C(NCCS(=O)(=O)N1CCN(c2ccccc2)CC1)c1ccco1
-4	-7	-6	-10	-1.4	-8	-7	20*	-2	6	O=C(CN1C(=O)S/C(=C\c2ccc(Cl)cc2)C1=O)NC1C=CS(=O)(=O)C1 (configuration not stated)

(listing goes on)
NSD2 HMT inh	CAL PDZ FP-1	SR-BI DiI-HDL act	PvdQ acylase	CAL PDZ FP-2	PfHsp90 yeast 2	Rtt109 Vps75	dFosB act	MITF TRPM1 HTS	SR-BI DiI inh	canonical_smiles
1	-6	-53	-16	-1.1	-3	-4	3	-3	53	CCOC(=O)Nc1cc(OCC)c(NC(=O)C2CC2)cc1OCC
-2	-5	-1	-12	-0.8	6	-3	-1	nt	1	O=C(Nc1ccc(F)c(Cl)c1)c1ccc2c(c1)OCO2
-4	2	11	-30	-1.2	-15	-10	-2	-6	-11	O=C(CN1C(=O)C2CC=CCC2C1=O)Nc1nnc(C2CC2)s1 (configuration not stated)
-15	-6	-11	-3	-5.2	16	0	0	67	11	Cc1cc(NCC2CCCCC2)nc2ccccc12
-3	-2	0	-1	-1.4	-30	3	5	12	0	Cn1c(=O)[nH]c(=O)c2c1nc(N1CCCCCC1)n2CC(N)=O
3	-3	7	-11	-0.6	-18	-37	-7	7	-7	CC(C)CC(=O)Nc1cc(C(F)(F)F)ccc1N1CCOCC1
0	1	nt	-9	-1.4	9	-7	2	nt	nt	O=C(NCc1ccc2c(c1)OCO2)C1CC(=O)N(CCc2ccc(F)cc2)C1 (configuration not stated)
4	nt	-1	-22	-1.0	-8	-1	3	-7	1	O=S(=O)(NCC(O)c1ccccc1)c1cc(Cl)sc1Cl (configuration not stated)
0	nt	-19	-14	-1.7	-37	-6	-10	-21	19	COC(=O)C1=C(C)NC(C)=C(C(=O)OC)C1c1ccc(-c2cccc(Cl)c2Cl)o1
2	-5	-6	-8	nt	1	-2	-1	-2	6	FC(F)(F)c1cccc(NC(=S)Nc2cccc(Cl)c2)c1
1	-5	-31	-14	-5.6	nt	nt	-4	nt	31	COc1ccc2c(c1)C1(Nc3ccccc3-c3nc4ccccc4n31)C(=O)N2 (configuration not stated)
0	-3	-19	-14	-2.4	4	5	2	13	19	COc1ccccc1NC(=O)NCCC1=CCCCC1
-1	-4	3	-13	-3.8	-24	-3	-11	9	-3	CCC1CCCCN1C(=O)CSc1nnc(-c2ccc3c(c2)OCCO3)o1 (configuration not stated)
0	-6	3	4	-0.7	3	0	6	0	-3	Cc1ccc(C(=O)Nc2nnc(Cc3ccccc3)s2)cc1
0	2	19	-1	0.0	-17	11	-1	-90	-19	CC1CCN(c2nc3ccc(C(=O)O)cc3s2)CC1
-3	nt	17	-6	0.0	13	-1	-5	4	-17	CC1CC(=NNC(=O)C2COc3ccccc3O2)CC(C)(C)C1 (configuration not stated)
4	3	-30	0	-0.7	2	9	-1	nt	30	COc1ccc(NCC(=O)n2c(C)c(C)c3ccccc32)cc1OC

Bioassay records: PubChem BioAssay, Broad Institute
